# MEP2 TOR yeast = modulators of TOR pathway MEP2-GFP in S. cerevisiae; GFP response vs DMSO, % at 10 µM; S. cerevisiae MEP2-GFP strain, flow cytometry GFP, 3 h; 100% = DMSO control level; 330,000 tested, 0.51% active; AID 2016;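 active means GFP response versus DMSO above a set limit, roughly screen mean plus 3 SD, cut at about 180% in these data; inconclusive means fewer than 70 cells counted for a yeast strain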;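 further: median GFP fluorescence of the barcode-gated MEP2-GFP cells per well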
# LAP4 TOR yeast = modulators of TOR pathway LAP4-GFP in S. cerevisiae | S. cerevisiae LAP4-GFP multiplex, flow cytometry GFP, 3 h; median GFP as percent of DMSO wells | GFP response vs DMSO, % at 10 µM | 320,000 tested, 0.34% active;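 active means GFP response vs DMSO above a set limit, about the screen mean plus 3 SD, cut at about 150% in these data; inconclusive means under 70 cell events counted for the yeast strain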
# RPL19A-GFP yeast = modulators of TOR pathway RPL19A-GFP in S. cerevisiae; S. cerevisiae RPL19A-GFP strain, flow cytometry, 3 h; stronger effect = lower value; percent response vs DMSO, % at 10 µM; AID 2025; 330,000 tested, 0.3% active;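 active means percent response vs DMSO below 50%; inconclusive means fewer than 70 events counted for the yeast strain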;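 further: median channel GFP fluorescence of the barcoded RPL19A-GFP strain; ratio of sample median GFP to plate DMSO average so 100% = DMSO; lower means less RPL19A-GFP as with rapamycin TOR inhibition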
# AHR act = human AHR activation | P35869 | AHR-responsive luciferase reporter cells, luminescence | activation, % at 5 µM | 320,000 tested, 2.5% active | AID 2796; in the data active means activation above about 47%;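 further: 0% = vehicle wells and 100% = reference agonist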
# procasp7 counter = counter-screen for procaspase-3 activators: activators of human procaspase-7. P55210. recombinant procaspase-7, Ac-DEVD-pNA absorbance 405 nm; D23A/D198A/D206A triple mutant, cannot self-cleave; scale: DMSO 0, 5 µM enzyme 100. activation, % at 8.5 µM. 330,000 tested, 0.093% active. AID 463210;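 active means percent activation above the screen-wide mean plus 3 SD, cut at about 25% in these data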
# Target sequence (P55210 whole entry D23A/D198A/D206A): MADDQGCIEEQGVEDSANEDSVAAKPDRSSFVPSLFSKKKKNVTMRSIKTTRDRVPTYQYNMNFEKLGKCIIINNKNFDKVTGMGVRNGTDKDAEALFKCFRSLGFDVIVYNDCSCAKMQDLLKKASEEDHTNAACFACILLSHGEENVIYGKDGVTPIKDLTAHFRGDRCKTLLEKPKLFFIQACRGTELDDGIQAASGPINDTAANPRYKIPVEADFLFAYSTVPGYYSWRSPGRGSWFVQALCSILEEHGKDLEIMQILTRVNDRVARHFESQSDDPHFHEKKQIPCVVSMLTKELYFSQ
#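 Assay system: Uncleavable procaspase-7 mutant enzyme; Input: 2 µM procaspase-7 mutant as dispensed; Also added: DEVD-pNA substrate; Medium: Zinc-free HEPES pH 7.4 with 300 mM NaCl, 0.01% Triton X-100; Timing: 1 h compound preincubation, 2 h substrate cleavage, 25 °C; Measured by: Epi-absorbance of released pNA at 405 nm, two timepoints.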
# AGP1-GFP MLPCN = yeast TOR pathway AGP1-GFP modulation; S. cerevisiae AGP1-GFP multiplex flow cytometry, 3 h; GFP as percent of DMSO wells; GFP response vs DMSO, % at 10 µM; 320,000 tested, 0.02% active; AID 2066;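 active means GFP response relative to DMSO above a set limit, near screen average plus 3 SD, cut at about 150% in these data; inconclusive means fewer than 70 cells counted for the yeast strain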;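 further: median GFP channel fluorescence of the gated AGP1 strain per well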
# CIT2 TOR yeast = yeast TOR pathway CIT2-GFP modulation; 320,000 tested, 0.065% active; S. cerevisiae CIT2-GFP strain, flow cytometry, 3 h; 100 means same as DMSO wells; GFP response vs DMSO, % at 10 µM;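 active means GFP response relative to DMSO above a set limit, near the screen mean plus 3 SD, cut at about 150% in these data; inconclusive means Fewer than 70 cells measured for a yeast strain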;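 further: ratio of well median GFP fluorescence to mean of DMSO wells on the plate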
# procasp3 activ = activates human procaspase-3; AID 463141; recombinant procaspase-3 D3A, Ac-DEVD-pNA absorbance 405 nm; activation, % at 8.5 µM; 330,000 tested, 0.11% active;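 active means activation above the mean of all tested compounds plus 3 SD, cut at about 21% in these data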;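 further: 0% = DMSO alone and 100% = DMSO wells spiked with extra 5 µM PC-3 D3A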
# Target sequence (P42574 whole entry D9A/D28A/D175A): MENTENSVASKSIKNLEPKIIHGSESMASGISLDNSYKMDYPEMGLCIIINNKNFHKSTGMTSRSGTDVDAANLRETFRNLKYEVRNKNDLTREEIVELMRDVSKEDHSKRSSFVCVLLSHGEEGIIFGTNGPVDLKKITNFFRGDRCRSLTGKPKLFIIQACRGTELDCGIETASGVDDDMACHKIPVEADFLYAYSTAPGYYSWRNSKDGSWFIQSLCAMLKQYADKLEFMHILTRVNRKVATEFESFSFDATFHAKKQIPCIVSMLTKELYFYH
#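 Assay system – Procaspase-3 D3A mutant, all three cleavage aspartates alanine · Controls – DMSO-only low control, 5 µM PC-3 D3A high control · Schedule – 1 h compound preincubation, 2 h substrate hydrolysis at 25 °C · Signal – 405 nm absorbance of p-nitroaniline, reads at 0 and 120 min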
# * hit, by the source's call; ? = inconclusive; nt = not tested or not shown; [ ] = another dose, or the depositor's remark.
SMILES,MEP2 TOR yeast,LAP4 TOR yeast,RPL19A-GFP yeast,AHR act,procasp7 counter,AGP1-GFP MLPCN,CIT2 TOR yeast,procasp3 activ
COc1ccccc1-n1c(SCC(=O)Nc2nnc(C)s2)nc2c(c1=O)SCC2,104,106,103,5,6,103,101,1
Cc1nc(CSc2ccc(Cl)cc2)cc(N2CC(C)OC(C)C2)n1 (stereo unspecified),97,99,105,2,9,101,96,0
NS(=O)(=O)c1ccc(CNc2ccc3ccccc3n2)cc1,110,122,103,9,3,108,107,5
Cc1ccc(S(=O)(=O)c2c(C)cc(C)nc2N2CCOCC2)cc1,94,97,93,-1,-5,93,89,-2
O=C(C1=COCCO1)N1CCN(c2nc3ccc([N+](=O)[O-])cc3s2)CC1,95,106,94,2,8,98,100,-14
CCOC(=O)c1cccc(COC(=O)c2cccc(-c3nnc(-c4ccccc4)o3)c2)c1,98,105,101,-1,6,99,103,4
N#Cc1cc([N+](=O)[O-])ccc1NCCN1CCOCC1,106,91,106,-1,-3,102,107,-4
O=C(Nc1cc(Br)c(O)c(Br)c1)c1cccc(NC(=O)c2ccco2)c1,102,96,101,6,5,99,94,10
Cc1ccc(C(=O)NCC(=O)Nc2ccncc2)s1,99[may fluoresce green],98[may fluoresce green],106[may fluoresce green],1,-3,107[may fluoresce green],103[may fluoresce green],-4
CN(C(=O)COC(=O)CNC(=O)C12CC3CC(CC(C3)C1)C2)C1CCS(=O)(=O)C1 (stereo unspecified),109,100,109,2,3,113,110,5
O=[N+]([O-])c1ccccc1-c1cc(-c2ccccc2O)n[nH]1,100,105,95,23,5,93,99,4
Nc1ccc(Cl)cc1C(=O)OCC(=O)NC1CCS(=O)(=O)C1 (stereo unspecified),106,108,104,-5,7,104,98,12
Cc1ccc(C2(C)NC(=O)N(CC(=O)Nc3ccc4[nH]c(=O)[nH]c4c3)C2=O)cc1 (stereo unspecified),101,88,96,0,2,98,100,6
Cc1ccc(S(=O)(=O)N2CCC(C(=O)NCCCOC(C)C)CC2)cc1,104,99,97,-7,2,98,99,2
CCOC(=O)CN(C(=O)COc1ccc2c(C)cc(=O)oc2c1)c1ccc(OCC)cc1,106,93,103,2,3,97,100,-1
O=C(Nc1ccc(Cl)c(NC(=O)c2cccs2)c1)c1ccco1,108,98,105,75*,4,106,107,4
CN1CCN(CC#Cc2ccccc2)CC1CCO (stereo unspecified),108[may fluoresce red and violet],98[may fluoresce red and violet],?,2,1,?,?,-1
O=C(Nc1cc(C(F)(F)F)ccc1F)C1CCCCC1,114,108,103,-2,2,100,108,-2
CC(OC(=O)C1CCN(S(=O)(=O)c2ccccc2)CC1)C(=O)Nc1ncc(Cl)cc1Cl (stereo unspecified),97,98,94,1,-3,95,97,5
COc1ccc(-c2nc(CS(=O)CC(=O)NCc3ccc(F)cc3)c(C)o2)cc1 (stereo unspecified),97,98,100,3,-12,97,99,-1
CCOc1ccc(S(=O)(=O)N=C(c2ccccc2)N2CCOCC2)cc1,135,105,100,-1,18,104,106,1
C=CCNC(=O)/C(=C\c1ccc2c(c1)OCO2)NC(=O)c1ccc(Br)cc1,104,102,100,1,-11,97,103,-9
O=C(COC(=O)c1cc(Cl)nc(Cl)c1)NCc1ccc2c(c1)OCO2,104,99,96,-1,11,99,102,6
O=C(NCc1cccc(C(F)(F)F)c1)C1CC(c2cccc(F)c2)=NO1 (stereo unspecified),98,134,101,-1,-2,88,94,-4
COc1ccc(CCNC(=S)N2CCN(S(=O)(=O)c3cccc(F)c3)CC2)cc1,106,102,99,0,-5,98,98,-4

# (listing goes on)
SMILES,MEP2 TOR yeast,LAP4 TOR yeast,RPL19A-GFP yeast,AHR act,procasp7 counter,AGP1-GFP MLPCN,CIT2 TOR yeast,procasp3 activ
CCN(CC)S(=O)(=O)c1cccc(-c2nn(-c3ccccc3)cc2/C=C(\C#N)C(=O)NCc2ccco2)c1,104,93,93,4,3,101,93,-4
C[C@H](NC(=O)c1nc[nH]c1C(=O)N[C@@H](C)C(=O)OC(C)(C)C)C(=O)OCc1ccccc1,102,135,98,1,-1,83,70,8
N/C(Cc1cccc2ccccc12)=N\OC(=O)COc1ccccc1,91,99,104,3,-4,96,105,7
O=C(Nc1ccn(Cc2c(F)c(F)c(F)c(F)c2F)n1)c1ccc(COc2ccccc2Cl)cc1,99,98,94,-4,9,94,101,0
CCOCCCNC(=O)C(c1ccccc1)N(Cc1cccs1)C(=O)CNC(C)=O (stereo unspecified),96,99,103,1,-1,104,109,1
Cc1ccc(C(=O)NC2CC3CCC(C2)N3C)cc1 (stereo unspecified),98,102,98,0,6,99,104,10
O=c1c2ccccc2sn1-c1ccc(F)cc1,93,114,93,13,-25,94,107,-20
O=C(C1CCCCC1)N1CCc2[nH]c3ccc(F)cc3c2C1,98,114,98,-3,-17,103,100,0
O=c1[nH]c(-c2ccccc2)c(-c2ccccc2)nc1[N+](=O)[O-],105,80,99,2,-13,87,101,-2
COc1cc2[nH]c(=S)n(C3CCN(Cc4ccccc4)CC3)c(=O)c2cc1OC,101,101,103,1,-5,112,113,8
c1ccc(Cn2nnc3c(NCc4ccc5c(c4)OCO5)nc(C4CC4)nc32)cc1,108,96,101,6,2,100,99,4
Cc1cc(C)cc(C(=O)Nc2ccncc2)c1,106,94,108,17,5,101,103,7
CCOC(=O)/C(C(=O)Nc1ccc(Cl)cc1Cl)=C1/NC(C)(C)Cc2ccccc21,103,92,101,1,-7,100,99,11
CCOC(=O)c1ccc(NC(=S)N(Cc2cccnc2)Cc2ccco2)cc1,92,95,94,3,-11,95,85,-11
Cc1nnc(NC(=O)NCN2C(=O)C3C4C=CC(C4)C3C2=O)s1 (stereo unspecified),98,97,96,0,0,nt,102,2
O=C(O)c1c2c(nc3ccc(S(=O)(=O)N4CCC(C(=O)NC5CCCC5)CC4)cc13)CCCCC2,108,102,102,2,0,101,105,5
CN(C)CCCNc1cc(C(C)(C)C)nc2c(-c3ccccc3)cnn12,101,115,97,2,5,105,91,-2
O=C(O)/C=C/C(=O)NCc1ccccc1,96,89,98,-1,-6,93,100,-2
C=C1CCC[C@]2(C)C[C@H]3OC(=O)C(CNC(CC)CO)[C@H]3CC12 (stereo partly specified),97,nt,82,3,0,74,81,2
CC(C)(C)NC(=O)CN(C(=O)Cn1nnc(-c2ccc(Cl)cc2)n1)C1CCN(Cc2ccccc2)CC1,96,99,103,0,4,110,106,4
Cc1cc(C)c(S(=O)(=O)Nc2nnc(C)s2)c(C)c1,99,93,98,-5,1,102,88,3
Cc1ccc(/C(N)=N/OC(=O)C23CC4CC(CC(C4)C2)C3)cc1,95,123,99,9,3,nt,110,9
COC(=O)c1ccc2[nH]c(C(C)(C)O)c(C)c2c1,100,98,96,3,-2,95,90,-2
COc1cccc(/C=C/C(=O)NCc2cn3cc(Cl)ccc3n2)c1OC,105,100,106,4,8,104,108,2
c1cncc(-c2nnc(-c3ccco3)o2)c1,95,97,95,-1,0,94,93,-6

# Next part.
SMILES,MEP2 TOR yeast,LAP4 TOR yeast,RPL19A-GFP yeast,AHR act,procasp7 counter,AGP1-GFP MLPCN,CIT2 TOR yeast,procasp3 activ
Cc1ccc(C)c(NC(=O)CN(C)C(=O)CN2C(=O)C3CCCCC3C2=O)c1 (stereo unspecified),103,109,105,0,3,108,96,2
CC(C)c1ccc(NC(=O)COC(=O)c2ccc(CN3CCCC3=O)cc2)cc1,101,99,100,2,6,98,98,10
O=c1[nH]cnc2scc(C3COc4ccccc4O3)c12 (stereo unspecified),103,102,97,20,0,96,101,-3
Cc1cc(C)n2c(SCc3ccc(Cl)cc3Cl)nnc2n1,101,103,101,-2,14,108,97,-5
CCC1(C)Cc2c(sc3nnn(CC(=O)Nc4ccc(Cl)cc4)c(=O)c23)CO1 (stereo unspecified),104,102,97,-1,6,98,97,7
COc1ccc(/C=N/N=C2/CC(C)(C)Cc3n[nH]c(=O)cc32)cc1,99,103,101,5,-3,100,98,1
CCCC(=O)c1cc(F)c(N2CCN(S(=O)(=O)c3ccccc3)CC2)cc1C,100,98,96,-1,7,100,100,11
COc1ccc(OC)c(CN2C(=O)c3ccccc3C2C(=O)NCC2CCCO2)c1 (stereo unspecified),106,95,104,1,2,100,97,-4
CN1CCN(C(=O)CCN2C(=O)/C(=C\c3ccc(Cl)cc3Cl)SC2=S)CC1,96,119,95,1,-10,122,100,-15
COc1ccc(-n2nc(C(=O)NCC(=O)N3CCC(C)CC3)c3ccccc3c2=O)cc1,86,98,99,0,-1,98,98,5

# By substructure, those above containing an NH in an aromatic ring.
SMILES,MEP2 TOR yeast,LAP4 TOR yeast,RPL19A-GFP yeast,AHR act,procasp7 counter,AGP1-GFP MLPCN,CIT2 TOR yeast,procasp3 activ
O=[N+]([O-])c1ccccc1-c1cc(-c2ccccc2O)n[nH]1,100,105,95,23,5,93,99,4
Cc1ccc(C2(C)NC(=O)N(CC(=O)Nc3ccc4[nH]c(=O)[nH]c4c3)C2=O)cc1 (stereo unspecified),101,88,96,0,2,98,100,6
C[C@H](NC(=O)c1nc[nH]c1C(=O)N[C@@H](C)C(=O)OC(C)(C)C)C(=O)OCc1ccccc1,102,135,98,1,-1,83,70,8
O=C(C1CCCCC1)N1CCc2[nH]c3ccc(F)cc3c2C1,98,114,98,-3,-17,103,100,0
O=c1[nH]c(-c2ccccc2)c(-c2ccccc2)nc1[N+](=O)[O-],105,80,99,2,-13,87,101,-2
COc1cc2[nH]c(=S)n(C3CCN(Cc4ccccc4)CC3)c(=O)c2cc1OC,101,101,103,1,-5,112,113,8
COC(=O)c1ccc2[nH]c(C(C)(C)O)c(C)c2c1,100,98,96,3,-2,95,90,-2
O=c1[nH]cnc2scc(C3COc4ccccc4O3)c12 (stereo unspecified),103,102,97,20,0,96,101,-3
COc1ccc(/C=N/N=C2/CC(C)(C)Cc3n[nH]c(=O)cc32)cc1,99,103,101,5,-3,100,98,1
